aDG glyco up – activators of alpha-DG glycosylation, primary screen, uHTS, Pro5-aDG cells, AlphaScreen. alpha-DG glycosylation AlphaScreen (IIH6); 0% Pro5, 100% B10-LARGE cell signal. activation, % at 10 µM. 360,000 tested, 0.22% active. AID 624168, 2012;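 active = activation of at least 8% versus controls, or a plate z-score of at least 8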;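 also: Pro5 are CHO cells carrying HIG-tagged alpha-DG that lacks glycosylation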
hiPSC survival – enhancers of single-cell hiPSC survival, primary screen, ATPlite luminescence; 360,000 tested, 0.044% active; survival enhancement, % at 20 µM; 100% = ROCK inhibitor wells, 0% = DMSO; in the data active = survival enhancement above about 18%;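 also: cells exposed to compounds for 16 hours before the ATP read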
Exocytosis inh – LAMP-1 surface exposure blockers, TALL-104 cells – cell-based, flow cytometry, MLPCN library, primary screen; TALL-104 LAMP-1 surface exposure; cells stimulated with thapsigargin and PMA; inhibition, % at 10 µM; 360,000 tested, 0.66% active; AID 651702, 2012;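 active = inhibition above about 55%, limit read from the data; inconclusive = no clear call, values can overlap the other calls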
ABCB6 inh MLPCN – ABCB6 transporter inhibitors, primary screen, K562-ABCB6 cells, flow cytometry, MLPCN library; ATP-binding cassette sub-family B member 6 (Homo sapiens), Q9NP58; K562-ABCB6 porphyrin accumulation, 1 h; hits give low values; fluorescence ratio to DMSO, % at 10 µM; 360,000 tested, 0.19% active;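 active = fluorescence ratio to DMSO below 75%, the collection mean minus 3 SD; inconclusive = too few cells collected in the well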;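 also: signal is porphyrin accumulated inside mitochondria; 100% equals median channel fluorescence of DMSO control wells; lower ratio means ABCB6 inhibition with less porphyrin fluorescence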
HTR2A ag – mouse Htr2a agonists via beta-arrestin recruitment, primary screen, cell-based, luminescence. AID 624169, 2012. 360,000 tested, 0.66% active. activation, % at 7.6 µM. CHO-K1 mHTR2A beta-arrestin complementation; percent of 30 µM serotonin response;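 active = activation above a run cutoff, the mean activation of all tested compounds plus 3 SD, cut at about 14% in these data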;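 also: 0% = plate median of compound wells and 100% = 30 µM serotonin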
Target sequence (P35363 whole entry, looked up): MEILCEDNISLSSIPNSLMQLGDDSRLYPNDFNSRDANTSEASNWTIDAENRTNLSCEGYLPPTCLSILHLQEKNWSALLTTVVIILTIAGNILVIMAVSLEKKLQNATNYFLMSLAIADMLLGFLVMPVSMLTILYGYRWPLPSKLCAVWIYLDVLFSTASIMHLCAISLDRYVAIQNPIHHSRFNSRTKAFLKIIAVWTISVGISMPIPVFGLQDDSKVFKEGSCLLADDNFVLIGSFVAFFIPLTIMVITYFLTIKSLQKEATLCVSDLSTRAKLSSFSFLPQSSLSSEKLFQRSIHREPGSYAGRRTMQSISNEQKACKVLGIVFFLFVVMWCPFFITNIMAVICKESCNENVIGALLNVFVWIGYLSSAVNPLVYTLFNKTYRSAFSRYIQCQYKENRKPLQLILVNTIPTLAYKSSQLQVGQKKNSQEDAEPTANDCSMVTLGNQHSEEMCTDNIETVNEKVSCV
Glyco luc inh – increase of ERlucT glycosylation luciferase signal, primary screen, N-linked glycosylation inhibitor project, D54 ERlucT cells, luminescence, set 2; reporter increase, % at 12.5 µM; D54 ERlucT glycosylation luciferase reporter, 24 h; percent of 100 nM tunicamycin response; 360,000 tested, 0.23% active; AID 588692, 2011;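 active = mean luciferase reporter signal, scaled so untreated is 0 and the glycosylation-blocking control 100, at or above a set limit in every replicate; inconclusive = mean reaches the limit but not every replicate does; inactive = mean below the limit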;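 also: luciferase carries N-glycosylation sites so blocking glycosylation raises the light; 0% = median of neutral control wells and 100% = median of 100 nM tunicamycin wells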
MC4R barr agon – MC4R agonists recruiting beta-arrestin, primary screen, cell-based, luminescence, agonist arm of biased-ligand search; U2OS MC4R beta-arrestin complementation; percent of melanotan II response, DMSO zero; 360,000 tested, 0.98% active; Melanocortin receptor 4 (Homo sapiens), P32245; activation, % at 8.9 µM;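 active = activation above a per-plate cutoff, the mean activation of sample wells on that plate plus 3 SD, cut at about 8% in these data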
Target sequence (P32245 whole entry, looked up): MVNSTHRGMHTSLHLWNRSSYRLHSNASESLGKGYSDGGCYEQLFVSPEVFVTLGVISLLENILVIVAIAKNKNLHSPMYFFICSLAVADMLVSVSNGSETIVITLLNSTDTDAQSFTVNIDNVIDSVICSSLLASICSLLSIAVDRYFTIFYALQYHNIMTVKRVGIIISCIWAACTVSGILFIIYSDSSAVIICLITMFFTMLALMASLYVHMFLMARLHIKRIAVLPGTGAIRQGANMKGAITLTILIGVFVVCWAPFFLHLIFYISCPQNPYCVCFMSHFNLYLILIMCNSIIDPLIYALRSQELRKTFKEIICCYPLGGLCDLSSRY
Cardio protect – cardioprotection against H2O2-induced cell death, primary screen, uHTS, H9c2 cells, ATPLite luminescence; H9c2 cardiomyocytes, H2O2 injury protection, 2 h; protection from H2O2 cell death, % at 20 µM; 360,000 tested, 0.63% active; AID 588492, 2011;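 active = compounds giving at least 50% protection of heart cells from peroxide-induced death in the single-dose screen, raw or plate-pattern-corrected value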;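 also: 0% = DMSO wells with peroxide and 100% = DMSO wells without peroxide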
MC4R antagonist – MC4R antagonists of cAMP signaling, primary screen, cell-based, TR-FRET, antagonist arm of biased-ligand search; MC4R-expressing cells, MTII-stimulated cAMP, LANCE TR-FRET; inhibition, % at 6.5 µM; 360,000 tested, 0.48% active; AID 540295, 2011;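 active = inhibition above its plate's cutoff, the mean of tested wells on that plate plus 3 SD, cut at about 29% in these data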;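 also: 0% = Melanotan II alone and 100% = Melanotan II plus saturating MCL0020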
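Material: U2OS-MC4R stable cell line | Reagent: Melanotan II challenge after compound preincubation | Doses: One concentration, 6.5 µM nominal | Incubation: 30-min compound preincubation, 1-h Melanotan II challenge, 1-h detection, room temperature | Signal: TR-FRET cAMP assay | Replicates: One well per compound, no replicates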
ABHD5-PLIN5 inh – ABHD5-PLIN5 interaction inhibitors, primary screen, cell lysate, split luciferase complementation, luminescence | Split G. princeps luciferase complementation, 4 h | inhibition, % at 4 µM | 360,000 tested, 0.78% active;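 active = inhibition above the mean inhibition across every tested compound plus 3 SD, cut at about 22% in these data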;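 also: 0% = DMSO only wells and the 100% control is not disclosed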
* marks the source's active call; other numbers are inactive results; ? = inconclusive; . = not tested or not shown. Rows were taken by chance, and some 4.5% of all compounds hit somewhere here.

SMILES	aDG glyco up	hiPSC survival	Exocytosis inh	ABCB6 inh MLPCN	HTR2A ag	Glyco luc inh	MC4R barr agon	Cardio protect	MC4R antagonist	ABHD5-PLIN5 inh
COc1cc(OC)c(OC)cc1CNC(=O)c1ccc(COc2ccccc2)cc1	0.6	-0.8	10	93	-4	-2	-2.5	-16	14	-4
C=CCN1CCN(C(c2ccccc2OC)c2nnnn2C(C)(C)C)CC1 (stereo unspecified)	-0.2	-0.7	0	89	1	-3	-1.1	-2	6	1
COC(CNC(=O)c1c[nH]c2ccc(S(=O)(=O)N3CCOCC3)cc2c1=O)OC	-0.1	-0.2	-1	100	0	2	0.3	-2	-2	10
Cn1cc(C(=O)NCN2CCCCC2)c2ccccc21	-0.1	1.5	-1	98	-7	-1	-1.4	-2	-1	-10
Cc1c(C(=O)Oc2cccc3cccnc23)cccc1[N+](=O)[O-]	4.3	-0.2	-4	97	-1	0	-1.0	6	0	0
Cc1ccc2nc(C)c(C(=O)N/N=C/c3cccs3)cc2c1	0.1	1.7	2	104	-6	3	2.1	-5	-11	2
O=C1OC(Nc2nc3ccccc3s2)c2ccccc21 (stereo unspecified)	-0.1	3.2	-4	101	4	0	-0.4	-5	9	-2
Cc1c(C(=O)NCCN2CCOCC2)oc2ccc(S(=O)(=O)N3CCCCCC3)cc12	-0.1	0.5	0	94	4	-3	-1.7	-1	5	1
CCOC(=O)N1CCN(C(=O)c2ccccc2NC(=O)COc2ccccc2)CC1	0.2	-0.2	25	92	-9	-1	-3.5	-5	1	-2
Oc1c(C(Nc2ccccn2)c2ccccn2)ccc2cccnc12 (stereo unspecified)	-0.8	0.2	-5	90	-6	-9	-4.0	31	-1	7
Cc1ccc(S(=O)(=O)NCCSC(C)(C)C)cc1	0.1	-0.1	11	99	1	-1	-1.8	3	2	3
C=CCn1c(SCC(=O)N2CCCC2)nc2scc(-c3cccs3)c2c1=O	-0.1	1.5	0	100	-2	3	1.8	2	-2	-2
COc1c(/C=N/NC(=O)c2ccccc2O)c(CCN(C)C(C)=O)cc2c1OCO2	-0.2	-1.4	-1	97	0	2	-2.1	-8	13	4
O=C(c1cccnc1)N1CCN(C(=O)c2cccs2)CC1	-0.2	-1.5	-3	109	3	-1	-2.4	-5	1	-2
O=c1[nH]oc(O)c1-c1ncc(C(F)(F)F)cc1Cl	-0.2	8.4	1	99	-1	-1	-1.5	5	4	5
CCOC(=O)c1c(-c2ccccc2)oc2ccc(O)c(CN(C)C)c12	1.3	-3.0	12	99	-3	10	4.3	4	10	13
O=C1CC(N2CCN(c3ccccc3Cl)CC2)C(=O)N1c1ccccc1 (stereo unspecified)	0.0	-3.5	-6	114	-5	4	-1.4	-6	1	4
O=C(Nc1ccc2nc(-c3cccnc3)[nH]c2c1)c1ccco1	0.0	-2.2	4	102	-1	6	0.6	23	3	-1
COc1cc(OC)cc(C(=O)Nc2cc(NC(=O)c3ccco3)ccc2OC)c1	0.2	-4.1	1	95	9	-2	2.0	10	-6	-2
Cc1ccc(C(=O)N/C(=C/c2ccc(Cl)cc2)C(=O)Nc2cccc(C(=O)O)c2)cc1	-0.2	-0.9	4	104	-1	1	-1.2	6	-1	-4
Cn1c(CCNC(=O)c2ccco2)nc2cc(NC(=O)C3CCCCC3)ccc21	0.4	-1.6	0	?	-2	0	-1.1	-3	1	-5
O=C(N/N=C/c1c(O)ccc2ccccc12)c1ccc(Br)o1	1.1	-0.6	2	105	-5	4	-2.1	11	8	2
O=C(NC(=S)N(Cc1ccccc1)c1ccccn1)C1CCCCC1	0.2	3.4	-1	96	2	1	-2.6	-2	8	-2
CCOc1ccc2[nH]c3nc(SCC(=O)NCC4CCCO4)nnc3c2c1 (stereo unspecified)	0.0	-0.4	-4	93	-8	0	0.5	-1	-1	-2
O=C(Nc1nc2ccccc2[nH]1)NC1CCCCC1	0.3	-0.5	-25	93	-2	-12	-2.8	-16	-2	102*

The listing continues:
SMILES	aDG glyco up	hiPSC survival	Exocytosis inh	ABCB6 inh MLPCN	HTR2A ag	Glyco luc inh	MC4R barr agon	Cardio protect	MC4R antagonist	ABHD5-PLIN5 inh
CCn1c(SCC(=O)NC2CCCC2)nnc1-c1ccccn1	0.6	-0.3	-6	94	4	0	0.0	-2	3	-1
COCCC(=O)N1CCc2ccc(NC(=O)c3ccc(C(F)(F)F)cc3)cc2C1	0.1	0.7	-2	102	32*	-2	-0.1	-7	16	-7
O=C([C@H]1O[C@@H](n2ccc(=O)[nH]c2=O)[C@H](O)[C@@H]1O)N1CCN(c2ccc(Cl)cn2)CC1	0.1	0.1	-1	101	3	4	.	3	.	2
CSCCC(NC(=O)c1ccc(Cl)cc1)C(=O)O (stereo unspecified)	0.3	0.6	0	93	3	0	-1.2	-5	-1	4
CCN(CC)C(=O)c1ccc(N)cc1	-0.1	-0.2	4	93	6	1	-0.7	2	-11	10
FCCCOc1ccc(CN2CCN(c3ccccc3F)CC2)cc1	-0.1	0.3	-2	99	10	6	1.6	-3	8	-9
Cc1cc(N2CCCC2)nc(SCC(=O)c2ccccc2)n1	0.5	-1.8	10	105	5	0	-1.4	22	-5	2
Cc1onc(-c2ccccc2)c1C(=O)Nc1ccc(NC(=O)c2c(-c3ccccc3)noc2C)cc1	-0.1	1.2	-12	97	19*	-1	0.0	5	10	6
O=C(O)c1ccc(-c2noc(-c3ccccc3F)n2)cc1	0.0	0.4	97*	98	-3	-14	-0.8	1	7	6
CCCC(C)C(=O)Nc1nc(C)c(-c2csc(Nc3cc(OC)ccc3OC)n2)s1 (stereo unspecified)	0.9	4.8	0	103	0	-2	0.4	-5	10	-17
CCOC(=O)NNC(=S)Nc1c(C)n(C)n(-c2ccccc2)c1=O	0.1	0.1	-2	100	1	1	-0.5	8	15	-2
CCN(Cc1nc2cc(Cl)ccc2c(=O)[nH]1)C(=O)c1cc2c(s1)CCCCC2	0.0	-0.4	6	96	-9	-1	-0.9	-9	0	-4
O=C(NCCN1CCCC1)c1ccc2c(c1)N(Cc1ccc(F)cc1)C(=O)c1ccccc1S2=O (stereo unspecified)	0.1	-0.4	1	99	-4	-3	1.8	28	-1	5
O=C(NCCCN1CCOCC1)c1ccc(S(=O)(=O)N2CCOCC2)cc1	0.5	6.2	-1	97	1	1	-1.8	1	12	-3
CCCCCCN1C[C@H](n2cc(C3CC3)nn2)[C@@H](O)C[C@@H]1c1ccc(OC)cc1	0.0	-1.3	2	97	-1	-1	5.4	-22	5	-6
COc1ccc(CCC(C)NC2C3CC4CC(C3)CC2C4)cc1 (stereo unspecified)	0.3	-3.3	-2	99	2	-1	1.5	4	16	4
c1csc(C2=NNC(=NC3CCCCC3)SC2)c1	0.0	-0.6	0	99	3	-5	0.0	-13	-11	2
COc1cccc(CCNC(=O)COc2cccc3c2OC(C)(C)C3)c1	0.2	-0.5	0	102	3	-1	-0.2	4	-5	3
O=C(c1ccccc1)n1nnc2ccccc21	0.0	1.5	0	92	5	1	-1.1	9	-5	0
C[C@H](NC(=O)c1ccc(Cl)c(S(=O)(=O)N2CCOCC2)c1)c1nc2ccccc2[nH]1	-0.3	0.5	2	98	-7	0	0.6	8	3	5
O=C(COc1ccc(F)cc1)NCCCn1ccnc1	-0.1	-0.4	-6	87	-6	5	-1.6	19	3	1
CCc1ccc(N2CC(C(=O)Nc3cc(C)ccc3F)CC2=O)cc1 (stereo unspecified)	0.0	-1.3	2	98	-1	1	0.6	-6	7	6
Clc1ccc(-n2c(SC/C=C/c3ccccc3)nnc2-c2cccnc2)cc1	0.5	3.5	3	94	-5	-1	-0.5	9	14	0
COCc1[nH]nc2c1C(c1c(F)cccc1Cl)C(C#N)=C(N)O2 (stereo unspecified)	0.0	0.0	0	91	2	1	0.3	9	-2	-16
N#Cc1ccc(OCc2noc(-c3ccsc3)n2)cc1	0.2	-0.8	3	99	4	-2	-2.6	-5	7	2

Pulled one by one from above (3):
SMILES	aDG glyco up	hiPSC survival	Exocytosis inh	ABCB6 inh MLPCN	HTR2A ag	Glyco luc inh	MC4R barr agon	Cardio protect	MC4R antagonist	ABHD5-PLIN5 inh
Cn1cc(C(=O)NCN2CCCCC2)c2ccccc21	-0.1	1.5	-1	98	-7	-1	-1.4	-2	-1	-10
O=C(N/N=C/c1c(O)ccc2ccccc12)c1ccc(Br)o1	1.1	-0.6	2	105	-5	4	-2.1	11	8	2
CCOC(=O)NNC(=S)Nc1c(C)n(C)n(-c2ccccc2)c1=O	0.1	0.1	-2	100	1	1	-0.5	8	15	-2

Further compounds:
SMILES	aDG glyco up	hiPSC survival	Exocytosis inh	ABCB6 inh MLPCN	HTR2A ag	Glyco luc inh	MC4R barr agon	Cardio protect	MC4R antagonist	ABHD5-PLIN5 inh
CCN(CCCNC(=O)CCn1c(=O)[nH]c2ccsc2c1=O)c1ccccc1	0.0	0.3	7	97	2	-1	-0.4	-8	17	-2
Cc1onc(-c2c(F)cccc2Cl)c1C(=O)NCc1ccc(F)cc1	0.1	-0.5	11	93	1	0	-1.0	3	6	3
CC(C)(C)NC(=O)C(c1cc2ccccc2o1)n1c(=O)c(-c2cc3ccccc3[nH]2)nc2ccccc21 (stereo unspecified)	1.0	.	8	.	31*	.	.	.	.	-3
Cc1cc(C)c(C)c(S(=O)(=O)N2CCC(C(=O)NCc3cccs3)CC2)c1C	0.3	-3.4	7	97	-8	1	-1.0	-2	8	2
CN(C)CCCNc1nc2cc(-c3cncnc3)sc2c(=O)n1C	0.0	1.2	-4	97	12	1	-1.6	6	6	0
C=CCn1c(Cc2cccs2)nnc1SCC(=O)NCc1ccco1	-0.6	8.0	0	93	1	-1	-0.4	0	6	5
CCCN(CCC)S(=O)(=O)c1ccc2c(c1)CCCN2C(C)=O	0.0	-2.7	2	88	0	3	-0.5	4	8	-9
CC(C)(C)NC(=O)CN(Cc1cccs1)C(=O)CN1C(=O)C(=O)c2ccccc21	0.5	-1.3	-2	93	-2	2	0.4	0	4	-10
CC(Cl)C(=O)Nc1c2c(nn1-c1ccccc1)CSC2 (stereo unspecified)	0.1	-0.5	3	104	-7	1	-0.1	0	0	2
CC[C@]12c3[nH]c4cc(CCC(=O)N(C)C)ccc4c3CCN1C(=O)[C@@H](CC(=O)NC/C=C(\C)CCC=C(C)C)C[C@@H]2C(=O)N1CCN(C(=O)C2CC2)CC1	0.0	-0.7	0	104	-3	3	-1.7	-12	0	7
Oc1[nH]c2ccccc2c1N=Nc1cccc(Cl)c1	-0.3	-0.6	-2	90	-5	0	0.1	-10	-4	5
Cc1cccc(Nc2c(F)c(F)c(F)c(F)c2C(=O)O)c1	-0.1	0.3	-4	99	0	0	-3.2	0	11	4
